Screening results: PubChem, Sanford-Burnham Center for Chemical Genomics
DUSP3 inh = VHR1 phosphatase inhibitors, primary screen, biochemical, colorimetric, HTS. recombinant VHR phosphatase, colorimetric substrate read-out. Dual specificity protein phosphatase 3 (Homo sapiens), P51452. actives 0.7% (n = 50,000). inhibition, % at 20 µM; in the data active means inhibition above about 60%; further: some results filed as inactive read as strong as hits
Target sequence (P51452 whole entry, looked up): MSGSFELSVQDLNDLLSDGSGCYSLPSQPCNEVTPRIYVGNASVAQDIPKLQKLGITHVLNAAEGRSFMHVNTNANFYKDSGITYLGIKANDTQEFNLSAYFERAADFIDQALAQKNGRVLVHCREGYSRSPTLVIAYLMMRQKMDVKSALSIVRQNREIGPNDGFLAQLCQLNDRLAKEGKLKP
* marks the source's active call; other numbers are inactive results. Some of the compounds tested; the hit share may differ from the screen's.

SMILES | DUSP3 inh
CC(C)Nc1nc(NC(N)=S)nc(NC(C)C)n1 | 94
Cc1onc(-c2ccccc2)c1C(=O)Nc1sc2c(c1C(N)=O)CCCC2 | -7
O=C(Nc1ccc(N2CCOCC2)cc1)c1cccc(Cl)c1 | -36
O=C1NC(=S)N(c2ccc(Br)cc2)C(=O)/C1=C\c1ccc(-c2ccc([N+](=O)[O-])cc2)o1 | 14
CCOc1ccccc1NC(=O)CN(c1ccc(OC)cc1)S(=O)(=O)c1ccccc1 | 1
COc1cc(-c2noc(-c3ccc(F)cc3)n2)cc(OC)c1OC | -12
Cc1c(NC(=O)c2nn3c(C(F)(F)F)c4c(nc3c2Cl)-c2ccccc2CC4)c(=O)n(-c2ccccc2)n1C | -16
O=c1c2cc(I)ccc2nc(/C=C/c2ccc([N+](=O)[O-])cc2)n1-c1ccccc1 | -14
COc1ccc(S(=O)(=O)N(CCc2ccccc2)CC(=O)Nc2ccccc2Cl)cc1 | -32
CC(C)OC(=O)C1C(=O)CC(C)(O)C(C(=O)OC(C)C)C1c1ccc(C(C)C)cc1 (centres undefined) | 9
CC(=O)/C=C(\C)N1N=C(c2ccccc2)CC1c1cccc([N+](=O)[O-])c1 (centres undefined) | 7
COc1cc([N+](=O)[O-])ccc1NC(=S)NC(=O)c1ccc(Cl)cc1 | -1

Copied from the list:
DUSP3 inh result of CC(=O)/C=C(\C)N1N=C(c2ccccc2)CC1c1cccc([N+](=O)[O-])c1 (centres undefined) = 7
DUSP3 inh result of COc1ccc(S(=O)(=O)N(CCc2ccccc2)CC(=O)Nc2ccccc2Cl)cc1 = -32
DUSP3 inh result of O=C1NC(=S)N(c2ccc(Br)cc2)C(=O)/C1=C\c1ccc(-c2ccc([N+](=O)[O-])cc2)o1 = 14

Additional compounds.
SMILES | DUSP3 inh
CC1(C)CC(NS(=O)(=O)c2cccc([N+](=O)[O-])c2)CC(C)(C)N1 | -5
COc1ccccc1C/C(N)=N/OC(=O)COc1ccc(C)cc1Br | -24
CCOc1ccc(C2Nc3ccccc3NC3=C2C(=O)CC(c2ccc(OC)cc2)C3)cc1OC (centres undefined) | 0
O=C(CSC(=S)N1CCCCC1)c1ccc([N+](=O)[O-])cc1 | -5
Cc1ccc(-c2nc3ccccc3o2)cc1NC(=O)COc1ccccc1[N+](=O)[O-] | -29
COC(=O)c1ccc(/C=C2/SC(=S)N(CC(=O)O)C2=O)cc1 | 25
Cc1nc2ccc(I)cc2c(=O)n1-c1ccc([N+](=O)[O-])cc1Cl | -6
CCOC(=O)c1c(N2CCNCC2)c2ccccc2[nH]c1=O | -13
Clc1ccc(-n2ncnc2-c2ccc(Cl)cc2Cl)cc1 | -6
CC(NC(=O)CCN1CCOCC1)C1COc2ccccc2O1 (centres undefined) | -6
O=C(N/N=C/c1ccc(-c2ccc(Cl)cc2)o1)c1ccccc1 | -18
CN(C)c1nccc(NCc2ccccc2)c1C#N | -7

Random excerpt: 2 records from the list.
SMILES | DUSP3 inh
COC(=O)c1ccc(/C=C2/SC(=S)N(CC(=O)O)C2=O)cc1 | 25
CCOc1ccc(C2Nc3ccccc3NC3=C2C(=O)CC(c2ccc(OC)cc2)C3)cc1OC (centres undefined) | 0

(continued)
SMILES | DUSP3 inh
COc1cc(C2Nc3ccc(C(=O)c4ccccc4)cc3NC3=C2C(=O)CCC3)cc(OC)c1OC (centres undefined) | 111
Cc1sc(NC(=O)c2ccc(Br)o2)c(C(N)=O)c1C | 15
CN1C(=O)/C(=C\c2cn(CCOc3ccc(Br)cc3)c3ccccc23)SC1=S | -19
COc1cccc(N(CC(=O)O)S(=O)(=O)c2ccccc2)c1 | -40
O=c1cc(-c2ccccc2)nc2cc(-c3ccc(F)cc3)[nH]n12 | -5
COc1cc(NC(=O)c2cc3nc(-c4ccco4)cc(C(F)(F)F)n3n2)cc([N+](=O)[O-])c1 | -20
CCCOc1ccc(CN(C)C)cc1CN(C)C | -17
CCOC(=O)c1sc(N/N=C/c2ccccc2)nc1C | 39
CC1(C)C(c2ccccc2)=NC(c2ccccc2O)N1O (centres undefined) | -2
COc1ccc(-n2c(=O)c3c4c(sc3n3cnnc23)CCCC4)cc1 | 4
Oc1cccc(/C=N/Nc2nc(N3CCCC3)nc(N3CCCC3)n2)c1 | -15
Cc1ccc(N2NC(=O)/C(=C/c3ccc(Cl)cc3)C2=O)cc1 | -22
C=CCN(c1ccc(C(=O)O)cc1)S(=O)(=O)c1ccc(/C=C/C(=O)O)cc1 | -8
O=C1NN(c2ccc(Cl)c(Cl)c2)C(=O)/C1=C/c1cccs1 | -10
COc1cccc(C(=O)NC(NC(=S)Nc2cc(Cl)ccc2Cl)C(Cl)(Cl)Cl)c1 (centres undefined) | -4
CSCCNC(=O)c1ccc(C(C)(C)C)cc1 | 2
CCOc1ccccc1N(CC(=O)NC(C)c1ccccc1)S(=O)(=O)c1ccccc1 (centres undefined) | -4
C/C(=C\C(=O)c1ccc(Br)cc1)Nc1cccc(O)c1 | 34
COc1ccccc1Cc1noc(COc2ccc(Cl)cc2)n1 | 7
Cc1cccc(N2CCN(C(=O)c3ccc(Cl)c(Cl)c3)CC2)c1C | 16
CCOC(=O)/C(=N/O)C1=NC(C)(C)Cc2cc(OC)c(OC)cc21 | -17
COc1ccccc1NC(=O)c1cc(-c2ccccc2C)nc2ccccc12 | 3
Cc1cccc(C(=O)Nc2sc3c(c2C(=O)N(C)C)CCCCC3)c1 | -14
Cc1ccc(C(=O)Nc2ccc(Cl)cc2C)cc1 | -9
Cc1ccc(OCC(=O)NNC(=O)c2cccc(O)c2)c(C)c1 | -2
O=C(NCCc1ccccc1)C(=O)NCc1ccc2c(c1)OCO2 | -18
CCOC(=O)c1c(NC(=O)c2ccccc2F)sc(C(=O)Nc2ccc3c(c2)OCO3)c1C | -1
COc1ccc(-c2nc3cc(NC(=S)NC(=O)c4ccc(Cl)cc4)ccc3o2)cc1OC | -2
NC(=O)c1ccccc1N=Cc1cccc2ccccc12 | -1
O=C(O)CCCCCN1C(=O)C2C3c4ccccc4C(c4ccccc43)C2C1=O (centres undefined) | -25
Cc1ccccc1/C=N/N=C1\NC(=O)C(Cc2cccc([N+](=O)[O-])c2)S1 (centres undefined) | -8
Cc1cccc(C(=O)N2CCN(c3cc(C)c(C#N)c4nc5ccccc5n34)CC2)c1 | 16
CCC(C(=O)Nc1sc2c(c1C(=O)OC)CCC(C)C2)c1ccccc1 (centres undefined) | 4
COc1ccccc1N1CCN(C(=O)COc2cccc3ccccc23)CC1 | -16
O=C(COc1ccccc1[N+](=O)[O-])Nc1ccc(Cl)cn1 | -6
CC1(C)NC(=O)N(CC(O)CN(c2ccccc2)S(=O)(=O)c2ccccc2)C1=O (centres undefined) | 7
c1ccc(-c2cn(-c3ccccc3)nc2-c2ccccc2)cc1 | 4
O=c1oc2c(CN3CCOCC3)c(O)ccc2cc1-c1nc2ccccc2[nH]1 | -9
O=C(Nc1ccc2c(c1)OCO2)C(=O)Nc1ccc2c(c1)OCO2 | -1
O=C(N=Nc1c(O)n(CN2CCCC2)c2ccccc12)c1cccnc1 | 5
COc1cc(NC(=O)c2ccccc2F)ccc1NC(=O)c1cc2ccccc2o1 | -8
O=C1/C(=C/c2ccccc2OCc2ccc([N+](=O)[O-])cc2)SC(=S)N1c1ccccc1 | -9
O=c1/c(=C/c2ccc([N+](=O)[O-])cc2)c2cccc3cccc1c32 | 14
Cc1cccc(/C=C(/C#N)C(=O)Nc2cccc(Br)c2)c1 | -9
COc1cc(C2/C(=C(\O)c3ccccc3)C(=O)C(=O)N2c2cccc(Cl)c2)ccc1O (centres undefined) | -16
COc1ccc(C2CC(=O)C3=C(C2)Nc2ccccc2NC3c2ccccc2[N+](=O)[O-])cc1OC (centres undefined) | -8
O=C(C=C(Cl)Cl)c1ccc([N+](=O)[O-])cc1 | -18
Cc1cccc(NC(=O)c2ccc(Br)o2)n1 | -6
O=C(NCCc1ccccc1)/C(=C/c1ccc(-c2cccc([N+](=O)[O-])c2)o1)NC(=O)c1ccccc1 | -4
O=C(Cc1ccc([N+](=O)[O-])cc1)N1N=C(c2cccnc2)CC1(O)C(F)(F)F (centres undefined) | 5
COc1ccc(/C=C2\N=C(c3ccccc3F)OC2=O)c(OC)c1 | -5
Cc1ccc(N2C(=O)C(Cl)=C(Nc3cccc(C)c3C)C2=O)cc1 | -6
CNC(=O)C(=O)Nc1ccc2c(c1)OCO2 | -21
CN(C)c1ccc(NC(=O)c2cccc3ccccc23)cc1 | 1
O=C(/C=C/c1ccc(F)cc1)Nc1ccccc1[N+](=O)[O-] | -21
COc1ccc(C(=O)Nc2c(C)ccc3nsnc23)cc1Br | -11
CC1=C(C(=O)OC(C)C)C(c2ccc(Cl)c(Cl)c2)N2C(=O)CCSC2=N1 (centres undefined) | 4
COc1ccccc1/C=C1/SC(=S)N(Cc2ccccc2)C1=O | 1
COCCNC(=O)C(=O)Nc1ccccc1 | -2
COc1cc(/C=C2\SC(=S)N(CC(=O)O)C2=O)ccc1OC(=O)C12CC3CC(CC(C3)C1)C2 | 51
Further entries follow.
SMILES | DUSP3 inh
CCc1c(C)nc2c(OC)cccc2c1Cl | -22
CC(=O)Nc1cc2nn(-c3ccc(C)cc3)nc2cc1C | 2
COc1ccc(N2C(=O)NC(=O)/C(=C\c3cc(I)c(OC)c(OC)c3)C2=O)cc1 | 4
NC(=O)c1ccc(Oc2ccc([N+](=O)[O-])cc2)cc1 | -15
N#CC1=C(N)Oc2c(c(=O)oc3ccccc23)C1c1ccccc1 (centres undefined) | -11
CCCCc1ccc(-c2csc(/C(C#N)=C/c3ccc(OC)c(OC)c3)n2)cc1 | -14
CCCc1cc(=O)n2[nH]c(-c3cccs3)cc2n1 | -8
O=C1CC(N2CCSCC2)C(=O)N1c1ccc(S(=O)(=O)N2CCOCC2)cc1 (centres undefined) | 7
CC(=O)Oc1ccc(C(=O)Nc2cccc(C(=O)O)c2)cc1 | 0
COc1ccccc1OCC(=O)Nc1ccc(N(C)C)cc1 | -38
O=C(COc1ccccc1[N+](=O)[O-])Nc1ccc(-c2nc3cc(Cl)ccc3o2)cc1 | -2
Cc1[nH]n(-c2ccccc2)c(=O)c1C(c1ccccc1C(F)(F)F)c1c(C)[nH]n(-c2ccccc2)c1=O | -2
COC(=O)C(NC(=O)C(C)NC(=O)OCc1ccccc1)C(C)C (centres undefined) | -16
CCOC(=O)c1ccc(N=CC2=C(O)c3ccccc3C2=O)cc1 | 17
Cc1ccc(/C=C2\SC(=S)N(C(Cc3ccccc3)C(=O)O)C2=O)cc1 (centres undefined) | -55
CCN(CC)C(=O)CN(c1cccc(Br)c1)S(=O)(=O)c1ccccc1 | 1
CCOC(=O)C1=C(C)NC2=C(C(=O)c3ccccc32)C1c1ccc2c(c1)OCO2 (centres undefined) | -7
COc1cc(C=O)ccc1Oc1ncnc2sc3c(c12)CCCC3 | 4
C/C(=N\NS(C)(=O)=O)c1ccc(O)cc1O | -26
O=C(O)CCn1c(=O)c2cc3c(=O)n(CCC(=O)O)c(=O)c3cc2c1=O | -2
COC(=O)c1nc2nc(C)cc(C)n2n1 | -11
O=C1NC(=S)N(c2ccccc2)C(=O)/C1=C/c1ccc(Cl)cc1Cl | 89
Cc1ccc(S(=O)(=O)Nc2ccccc2C(=O)NCc2ccco2)cc1 | -8
O=C(Nc1ccccc1I)c1ccccc1[N+](=O)[O-] | 1
COc1ccccc1N1CCN(/N=C\c2cccs2)CC1 | 0
Oc1c(/C=C2/C=Nc3ccccc32)sc(=S)n1-c1cccc(C(F)(F)F)c1 | -10
Cc1ccc(NC(=O)CS(=O)(=O)c2ccccc2)cc1 | 1
O=C(CSc1nc2ccccc2c(=O)n1-c1ccccc1)Nc1ccccc1 | -20
Cc1[nH]c2ccc(S(N)(=O)=O)cc2c1C | -3
COc1ccccc1OCCSc1nc2ccc(N)cc2s1 | 1
O=C1C(=O)N(c2nncs2)C(c2ccc(Cl)cc2)/C1=C(\O)c1ccc(F)cc1 (centres undefined) | -15
COc1cccc(N2C(=O)CC(N3CCN(C/C=C/c4ccccc4)CC3)C2=O)c1 (centres undefined) | -8
COc1cc(OC)cc(C(=O)N2CCCC2)c1 | -24
Cc1ccc(C2CC(C(F)(F)F)n3nc(C(=O)Nc4c(C)n(C)n(-c5ccccc5)c4=O)c(Cl)c3N2)cc1 (centres undefined) | -33
CCOc1ccc(NC(=O)CC2SC(N)=NC2=O)cc1 (centres undefined) | -8
CCOC(=O)C1=NNC(C(=O)c2ccccc2)C1c1ccc(Br)cc1 (centres undefined) | 0
Cc1ccc(C(=O)Oc2cccc(C3C4=C(CC(C)(C)CC4=O)NC4=C3C(=O)c3ccccc34)c2)cc1 (centres undefined) | 30
CCOC(=O)COc1ccccc1/C=C1\C(=O)NN(c2ccccc2)C1=O | 16

Structural class, those above with fluorine (13)
SMILES | DUSP3 inh
COc1cc(-c2noc(-c3ccc(F)cc3)n2)cc(OC)c1OC | -12
Cc1c(NC(=O)c2nn3c(C(F)(F)F)c4c(nc3c2Cl)-c2ccccc2CC4)c(=O)n(-c2ccccc2)n1C | -16
O=c1cc(-c2ccccc2)nc2cc(-c3ccc(F)cc3)[nH]n12 | -5
COc1cc(NC(=O)c2cc3nc(-c4ccco4)cc(C(F)(F)F)n3n2)cc([N+](=O)[O-])c1 | -20
CCOC(=O)c1c(NC(=O)c2ccccc2F)sc(C(=O)Nc2ccc3c(c2)OCO3)c1C | -1
COc1cc(NC(=O)c2ccccc2F)ccc1NC(=O)c1cc2ccccc2o1 | -8
O=C(Cc1ccc([N+](=O)[O-])cc1)N1N=C(c2cccnc2)CC1(O)C(F)(F)F (centres undefined) | 5
COc1ccc(/C=C2\N=C(c3ccccc3F)OC2=O)c(OC)c1 | -5
O=C(/C=C/c1ccc(F)cc1)Nc1ccccc1[N+](=O)[O-] | -21
Cc1[nH]n(-c2ccccc2)c(=O)c1C(c1ccccc1C(F)(F)F)c1c(C)[nH]n(-c2ccccc2)c1=O | -2
Oc1c(/C=C2/C=Nc3ccccc32)sc(=S)n1-c1cccc(C(F)(F)F)c1 | -10
O=C1C(=O)N(c2nncs2)C(c2ccc(Cl)cc2)/C1=C(\O)c1ccc(F)cc1 (centres undefined) | -15
Cc1ccc(C2CC(C(F)(F)F)n3nc(C(=O)Nc4c(C)n(C)n(-c5ccccc5)c4=O)c(Cl)c3N2)cc1 (centres undefined) | -33
